Ecoli viability – counter-screen for AddAB inhibitors: E. coli growth inhibition. 330,000 tested, 0.27% active. inhibition, % at 11.9 µM. E. coli V3065 growth, OD600 absorbance, 18 h;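 active = inhibition above the campaign's mean inhibition across all tested compounds plus 3 SD, cut at about 9.9% in these data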;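 also: uninfected addAB+ strain grown without phage in ampicillin broth; 0% = DMSO wells and 100% = ciprofloxacin 0.95 µg/ml wells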
DAGLB inh – blocks human DAGLB lipase activity. HEK293T DAGLB membrane lysate, EnzChek fluorogenic substrate. inhibition, % at 5.17 µM. 340,000 tested, 0.059% active. AID 504411; in the data active = inhibition above about 34%;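 also: 0% = enzyme with vehicle and 100% = wells lacking enzyme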
Target sequence (Q8NCG7 whole entry, looked up): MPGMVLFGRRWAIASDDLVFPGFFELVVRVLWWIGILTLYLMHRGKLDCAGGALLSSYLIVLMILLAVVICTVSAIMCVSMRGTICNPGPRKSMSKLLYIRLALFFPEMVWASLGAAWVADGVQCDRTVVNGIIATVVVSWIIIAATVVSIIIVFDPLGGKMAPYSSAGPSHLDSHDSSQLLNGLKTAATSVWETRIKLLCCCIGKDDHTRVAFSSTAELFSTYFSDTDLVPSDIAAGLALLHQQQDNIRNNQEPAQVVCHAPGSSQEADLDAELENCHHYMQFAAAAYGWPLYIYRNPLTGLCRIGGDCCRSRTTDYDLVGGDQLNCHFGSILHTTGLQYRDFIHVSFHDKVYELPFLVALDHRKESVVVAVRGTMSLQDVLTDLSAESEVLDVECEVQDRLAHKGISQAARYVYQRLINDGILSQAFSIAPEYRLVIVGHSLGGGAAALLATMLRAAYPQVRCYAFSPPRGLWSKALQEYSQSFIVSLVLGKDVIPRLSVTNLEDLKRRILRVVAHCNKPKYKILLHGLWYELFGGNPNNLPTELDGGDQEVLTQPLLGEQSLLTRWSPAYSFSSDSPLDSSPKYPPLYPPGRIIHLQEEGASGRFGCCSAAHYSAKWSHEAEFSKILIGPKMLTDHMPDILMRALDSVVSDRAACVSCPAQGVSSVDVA
PfHsp90 yeast 2 – inhibits growth of yeast expressing Plasmodium falciparum Hsp90. S. cerevisiae expressing PfHsp90, BacTiter-Glo ATP, 48 h; yeast lacking PDR1 and PDR3 efflux regulators. AID 504621. 310,000 tested, 0.32% active. inhibition, % at 9.4 µM;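 active = every replicate shows inhibition above about 80%, whatever the replicate mean, limit read from the data; inconclusive = mean inhibition reaches the set limit but some replicate falls short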;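 also: 0% = DMSO neutral controls and 100% = 20 µM radicicol positive controls; yeast relying on Plasmodium falciparum Hsp90 in place of its own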
Tat transport – blocks Tat-dependent protein export in E. coli. E. coli MC4100 TorA-mCherry Tat export, fluorescence. inhibition, % at 10 µM. 340,000 tested, 0.036% active;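 active = mean replicate inhibition at least 50% and at least half of replicates individually reaching 50%; inconclusive = only one of the two criteria met; inactive = neither criterion met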;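 also: exported cargo escapes ClpAP degradation while cytoplasmic cargo is degraded and loses fluorescence; 0% = median of neutral control wells and 100% = median of NaSCN control wells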
Wnt act – activates Wnt/beta-catenin signaling in a reporter cell assay; activator, plate reader; activation, % at 9.35 µM; 300,000 tested, 1.2% active; in the data active = activation above about 30%, passing the limit was not always enough; inconclusive = no clear call, values can overlap the other calls;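 also: 0% = neutral control wells and 100% = positive control wells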
CAL PDZ inh – human CAL PDZ-peptide interaction inhibition; Q9HD26; AID 504414; 330,000 tested, 0.02% active; purified CAL PDZ, TMR-peptide fluorescence polarization, 1 h; inhibition, % at 20 µM;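 active = highest replicate inhibition of at least 40%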;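 also: plate controls were DMSO neutral control wells for no effect and unlabeled competitor peptide control wells for full effect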
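Test system: purified CerCALP PDZ construct; Compound dosing: one concentration, 20 µM compound; Also added: TMR-labelled reporter peptide T*-PRC34 bound in PDZ groove; Read-out: inhibition from polarization loss; Controls: unlabelled peptide and DMSO controls; Signal: FP readout, S and P plane fluorescence; Incubation: 1 h at RT.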
PvdQ acylase – blocks Pseudomonas aeruginosa PvdQ acylase activity; purified PvdQ acylase, fluorescence plate reader; inhibition, % at 10 µM; 340,000 tested, 0.063% active; in the data active = inhibition above about 30%, passing the limit was not always enough; inconclusive = no clear call, values can overlap the other calls;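 also: 0% = vehicle neutral wells and 100% = reference inhibitor wells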
Rtt109 HAT inh – blocks Candida albicans Rtt109/Vps75 acetyltransferase activity | Q5AAJ8 | inhibition, % at 34.9 µM | purified Rtt109/Vps75, ThioGlo CoA-SH fluorescence, 4 h | 330,000 tested, 0.16% active;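 active = inhibition of at least 50% in every replicate; inconclusive = best replicate reaches 50% inhibition but some replicates fall short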
Target sequence (Q5AAJ8 whole entry, looked up): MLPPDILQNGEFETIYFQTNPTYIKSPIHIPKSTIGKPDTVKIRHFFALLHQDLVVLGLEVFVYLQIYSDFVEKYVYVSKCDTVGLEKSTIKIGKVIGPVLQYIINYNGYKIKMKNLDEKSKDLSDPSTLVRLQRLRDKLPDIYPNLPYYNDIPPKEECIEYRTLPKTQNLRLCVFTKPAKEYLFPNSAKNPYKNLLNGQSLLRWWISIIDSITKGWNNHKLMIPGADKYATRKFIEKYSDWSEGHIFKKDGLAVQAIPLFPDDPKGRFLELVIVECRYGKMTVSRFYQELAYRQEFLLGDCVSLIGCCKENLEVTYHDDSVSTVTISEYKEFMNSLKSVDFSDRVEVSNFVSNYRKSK
phage Ecoli inh – E. coli growth loss with phage present; inhibition, % at 11.9 µM; AID 651602; 360,000 tested, 0.26% active; growth absorbance; in the data active = inhibition above about 11%
AddAB inh – less growth of phage-infected E. coli with AddAB | E. coli expressing H. pylori AddAB, absorbance growth | inhibition, % at 11.9 µM | 330,000 tested, 0.29% active | AID 435030; in the data active = inhibition above about 12%;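 also: 0% = vehicle wells of infected cells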
* = called active by the depositor; ? = inconclusive; . = not tested or not shown. Rows were taken by chance; about 1.9% have a hit in one of these screens.

SMILES | Ecoli viability | DAGLB inh | PfHsp90 yeast 2 | Tat transport | Wnt act | CAL PDZ inh | PvdQ acylase | Rtt109 HAT inh | phage Ecoli inh | AddAB inh
c1ccc(-c2cc(N3CCCCC3)c3ccccc3n2)cc1 | -1.5 | -9 | -14 | 8 | -7 | -1.1 | 11 | 3 | 0.9 | -1.5
Cc1n[nH]c(=O)c2c(NC(=O)CSc3nc4ccccc4c(=O)n3CCCO)oc(C)c12 | -1.4 | -3 | -12 | 0 | -1 | -0.9 | -15 | -5 | -0.7 | 4.3
Cc1ccc(S(=O)(=O)N(C)c2ccc(OC(=O)c3cc(=O)[nH]c4ccccc34)cc2)cc1 | -0.4 | 1 | . | -3 | -2 | 0.1 | -6 | -2 | 2.0 | 2.0
CCC1CCCCN1Cc1nc2c(c(=O)n(C)c(=O)n2C)n1Cc1ccccc1 (stereo unspecified) | 1.3 | -3 | -5 | -10 | -4 | -1.0 | -11 | 3 | 1.7 | 1.4
Nc1nnc(SCc2nnc(-c3ccccc3)o2)s1 | -0.5 | 3 | 1 | -2 | ? | -1.7 | -8 | 0 | 3.6 | 0.8
O=C(CN1CCN(S(=O)(=O)c2ccc(Br)s2)CC1)N1CCCCC1 | 1.8 | 4 | . | 1 | 0 | 1.1 | -12 | -14 | -0.9 | 1.3
CCc1cc(=O)[nH]c(SCc2cccnc2)n1 | 1.0 | -1 | 13 | -4 | . | 0.2 | -1 | 0 | . | 3.7
O=C(Nc1ccn(Cc2cccc3ccccc23)n1)c1cccnc1 | -0.8 | -2 | -13 | -2 | -2 | -4.3 | 8 | 11 | 1.4 | 4.0
O=C(OCC(=O)c1ccc[nH]1)C1=COCCO1 | 0.7 | 2 | -12 | 1 | -1 | 0.6 | -6 | 4 | 4.8 | -1.9
COc1cc2[nH]c(=O)n3nc(-c4ccccc4)nc3c2cc1OC | 1.7 | 1 | . | -5 | . | -5.1 | -10 | 11 | . | 1.9
O=C(c1cc(-c2ccccc2O)on1)N1CCCCCC1 | 2.1 | -2 | 5 | 1 | 28 | -2.4 | 4 | 3 | 3.1 | 6.0
COc1ccc(-c2cccc(NS(=O)(=O)c3ccc([N+](=O)[O-])cc3)c2)nn1 | 2.6 | -2 | -39 | -1 | -1 | -1.0 | -13 | 0 | -1.9 | 2.3
Cc1ccc(CNS(=O)(=O)c2ccc3c(c2)n(C)c(=O)n3C)cc1 | 0.7 | 0 | 12 | -1 | -2 | -0.8 | -11 | -4 | 0.3 | 1.8
Cc1cccc(NC(=S)NCc2cccs2)c1C | 0.5 | -2 | -8 | 9 | -3 | . | -12 | -2 | -0.9 | 3.1
O=C1CSC(c2ccc([N+](=O)[O-])cc2)N1c1ccccc1F (stereo unspecified) | -2.2 | 0 | 6 | 2 | 1 | 0.4 | -19 | 4 | 2.4 | 0.5
O=C1CC(NCc2ccncc2)C(=O)N1c1ccc(Cl)cc1 (stereo unspecified) | 1.4 | 0 | -12 | 14 | . | -1.0 | 1 | 10 | 0.5 | 0.5
CSc1ccccc1C(=O)NCCCOC(C)C | 1.1 | 1 | 15 | 0 | 1 | -0.9 | -5 | -1 | . | 1.0
CCn1c(SCC(=O)Nc2cc(C)c(Cl)cc2OC)nnc1-c1ccco1 | -2.7 | 1 | 11 | 1 | . | -0.7 | 2 | -3 | -2.4 | -0.2
O=C(NC1CCCCCC1)C1c2ccccc2C(=O)N1C1CC1 (stereo unspecified) | -0.5 | -3 | 12 | -12 | -1 | -0.5 | -7 | -1 | . | 0.8
Fc1cccc(Cl)c1Cn1nnc(-c2ccc(N3CCOCC3)cc2)n1 | 0.4 | 1 | 67 | -2 | -1 | -1.1 | -8 | -5 | 2.5 | 0.1
O=C(CC12CC3CC(CC(C3)C1)C2)NC(Cc1ccccc1)C(=O)O (stereo unspecified) | 0.0 | 4 | 16 | 1 | 1 | -0.3 | 7 | 13 | 3.4 | 2.2
Cc1c(NC(=O)c2n[nH]c(=O)c3ccccc23)c(=O)n(-c2ccccc2)n1C | -0.2 | -1 | 4 | -8 | . | -1.0 | -8 | -3 | 0.4 | 0.0
O=C(Cc1ccc(Br)cc1)NC1CCSC1=O (stereo unspecified) | 0.2 | -1 | 4 | 5 | 0 | . | -4 | -3 | 3.4 | -0.7
Cc1noc(C)c1C(=O)N1CCC(CO)(Cc2ccccc2)CC1 | 1.3 | -3 | 0 | -1 | -2 | -0.7 | -7 | -4 | 4.3 | 3.6
CCN1C(=O)[C@H]2[C@@H](c3ccc(-c4ccc(F)cc4)cc3)N[C@@](Cc3ccccc3)(C(=O)OC)[C@H]2C1=O | -0.7 | -6 | 2 | 4 | -5 | -1.5 | -5 | -9 | 5.7 | 2.1

Seven entries out of the list, arranged by formula weight, rising.
SMILES | Ecoli viability | DAGLB inh | PfHsp90 yeast 2 | Tat transport | Wnt act | CAL PDZ inh | PvdQ acylase | Rtt109 HAT inh | phage Ecoli inh | AddAB inh
O=C(OCC(=O)c1ccc[nH]1)C1=COCCO1 | 0.7 | 2 | -12 | 1 | -1 | 0.6 | -6 | 4 | 4.8 | -1.9
CCc1cc(=O)[nH]c(SCc2cccnc2)n1 | 1.0 | -1 | 13 | -4 | . | 0.2 | -1 | 0 | . | 3.7
CSc1ccccc1C(=O)NCCCOC(C)C | 1.1 | 1 | 15 | 0 | 1 | -0.9 | -5 | -1 | . | 1.0
Cc1cccc(NC(=S)NCc2cccs2)c1C | 0.5 | -2 | -8 | 9 | -3 | . | -12 | -2 | -0.9 | 3.1
Nc1nnc(SCc2nnc(-c3ccccc3)o2)s1 | -0.5 | 3 | 1 | -2 | ? | -1.7 | -8 | 0 | 3.6 | 0.8
O=C(NC1CCCCCC1)C1c2ccccc2C(=O)N1C1CC1 (stereo unspecified) | -0.5 | -3 | 12 | -12 | -1 | -0.5 | -7 | -1 | . | 0.8
O=C(Cc1ccc(Br)cc1)NC1CCSC1=O (stereo unspecified) | 0.2 | -1 | 4 | 5 | 0 | . | -4 | -3 | 3.4 | -0.7

New compounds follow
SMILES | Ecoli viability | DAGLB inh | PfHsp90 yeast 2 | Tat transport | Wnt act | CAL PDZ inh | PvdQ acylase | Rtt109 HAT inh | phage Ecoli inh | AddAB inh
CC(=O)N/C(=C/c1ccc2c(c1)OCO2)C(=O)Nc1ccccc1 | -1.1 | 2 | 4 | -1 | ? | -0.8 | 1 | -2 | 3.6 | 1.3
COc1ccc(NS(=O)(=O)c2ccc(Cl)c(C(=O)O)c2)cc1S(=O)(=O)N1CCCCC1 | 2.2 | 5 | 19 | 3 | 0 | -5.3 | -9 | -52 | 2.0 | -1.6
Cc1ccc2c(c1)N(C(C)C(=O)NCCc1ccccc1)C(=O)CO2 (stereo unspecified) | 0.1 | 1 | . | -7 | 0 | -0.7 | -16 | -9 | 3.1 | 1.9
O=C(NC1CCSC1=O)c1cccc(C(=O)NC2CCSC2=O)c1 (stereo unspecified) | 0.9 | -1 | 49 | 4 | . | -0.5 | -6 | 4 | 1.7 | 4.2
CC(=O)Nc1ccc(NC(=O)C(C)Sc2nnc(-c3cccs3)o2)cc1 (stereo unspecified) | 0.6 | -1 | -19 | -7 | 0 | -1.9 | -11 | -10 | 1.2 | 0.4
CC(=O)N1CCCc2ccc(NS(=O)(=O)c3ccc(C)c(C)c3)cc21 | -1.6 | 2 | 7 | 9 | -5 | 1.0 | 5 | 3 | 3.0 | 0.5
Cc1ccc2c(c1)[nH]c1c(=O)n(CCN3CCCCC3)cnc12 | 1.4 | -1 | -1 | 6 | . | 0.6 | -18 | -2 | 2.6 | 2.9
O=C(N/N=C/c1ccncc1)c1cc2ccccc2cc1O | . | 1 | -18 | -4 | 1 | 0.4 | -2 | 4 | 2.7 | .
O=C(COC(=O)c1ccc(F)c(S(=O)(=O)N2CCOCC2)c1)Nc1ccc2c(c1)OCO2 | . | 0 | 13 | 11 | 26 | -2.6 | -23 | 6 | 3.5 | .
C1CCN(C2CCN(c3nc4nonc4nc3N3CCSCC3)CC2)C1 | -3.9 | 1 | -4 | 1 | -5 | -2.5 | -11 | 2 | 4.1 | -1.3
CCOC(=O)Cc1csc(SCC(=O)Nc2cc(Cl)ccc2Oc2ccccc2)n1 | 0.6 | -12 | 26 | 7 | . | -0.9 | 3 | 18 | 2.5 | 2.7
COC(=O)c1ccc(NC(=O)CN(c2ccc(C)cc2)S(=O)(=O)c2c(C)nn(C)c2C)cc1 | 1.3 | -3 | 3 | -4 | -1 | -1.0 | -8 | 2 | 0.5 | 1.0
CCCNC(=O)CN(c1cccc(F)c1)S(C)(=O)=O | 1.0 | 0 | -33 | -8 | . | -0.1 | -24 | 2 | 0.2 | 1.1
c1csc(-c2ncc3ccccn23)c1 | -0.8 | -3 | 16 | 16 | 1 | 0.7 | 7 | 13 | 4.2 | 2.3
COc1ccc(CCC(=O)Nc2ccc(S(=O)(=O)Nc3ncccn3)cc2)cc1 | 2.4 | -1 | 10 | -4 | 0 | 0.4 | -5 | -10 | 0.5 | 1.8
Cc1c(C(=O)NC2CC2)oc2ccc(S(=O)(=O)N3CCCCCC3)cc12 | 0.8 | -2 | . | 2 | -5 | -0.9 | -9 | -12 | 3.1 | 0.3
CCC(C(=O)N1CCOCC1)n1nc(C)n2c(cc3cc(C)ccc32)c1=O (stereo unspecified) | -2.5 | 1 | -7 | -6 | -2 | -0.7 | 2 | 1 | 1.3 | 4.3
O=C1c2ccccc2C(=O)N1CCc1csc(-c2cccc(F)c2)n1 | 0.5 | -14 | . | -3 | . | -1.0 | 1 | -8 | 2.8 | 2.6
CCN(CC(=O)NCc1cccs1)S(=O)(=O)c1cc(NC(C)=O)ccc1OC | -2.0 | -5 | 0 | 6 | 0 | 0.6 | 3 | 8 | -1.8 | -1.8
COCc1ccccc1Cn1cnc2c1c(=O)n(C)c(=O)n2C | 2.4 | 4 | -2 | 2 | . | -1.3 | -1 | 2 | 1.8 | 3.0
CCCNc1nc(C)cc(-c2cc(-c3ccccc3)on2)n1 | 0.7 | -10 | 2 | 0 | -4 | -2.2 | -5 | -6 | 0.9 | 2.1
Cc1cccc(C)c1NC(=O)CN(C)C(=O)COc1cccc2c1OC(C)(C)C2 | 1.5 | 1 | -30 | 0 | 0 | -0.6 | -14 | -2 | 2.9 | -1.4
Nc1c(-c2ccccc2)nnn1Cc1ccccc1 | 0.8 | 0 | -6 | 2 | -2 | -0.3 | -13 | -10 | 4.2 | 2.3
CCSc1nnc(C)n1-c1ccc(C(=O)O)cc1 | -2.7 | -3 | 0 | -2 | . | 0.4 | 4 | 2 | 1.6 | 1.3
O=C(O)c1cccc(-n2cnnn2)c1 | 0.6 | -3 | -8 | -11 | . | -1.4 | 8 | -1 | 1.5 | 2.4
O=C1C(Cl)=C(N2CCN(c3ccccc3[N+](=O)[O-])CC2)C(=O)c2ccccc21 | -1.8 | 12 | 10 | -3 | 14 | 1.3 | 4 | 9 | 1.5 | 7.8
COc1ccc(-c2csc(NC(=O)COC(=O)C3=COCCO3)n2)cc1 | 0.1 | 0 | -13 | 6 | 0 | -2.6 | 0 | 4 | 4.1 | 1.1

Screening data deposited in PubChem by several laboratories.
